PI4K2A block – qHTS for small molecular inhibitors of PI4K2A | Phosphatidylinositol 4-kinase type 2-alpha (Homo sapiens), Q9BTU6 | purified PI4K2A, ADP-Glo luminescence, 1 h; stronger effect = lower value | activity change, negative = inhibition, % at 76.9 µM | 420,000 tested, 0.13% active; in the data active = activity change below about -50%; inconclusive = mostly about -30% to -49%;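 also: -100% = wells without enzyme as full effect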
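Compounds are screened against recombinant PI4K2A using PI as substrate and ATP, the latter dispensed at 300 microM. Reactions run one hour at ambient temperature before ADP-Glo detection; full inhibition defined by wells lacking enzyme.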
G9a inh – qHTS Assay for Inhibitors of Histone Lysine Methyltransferase G9a | AID 504332, 2011 | G9a H3K9 monomethylation, AlphaScreen, 2 h | Histone-lysine N-methyltransferase EHMT2 (Homo sapiens), Q96KQ7 | Potency, µM (top dose mostly 102 µM), for the others: at the top dose activity, negative = inhibition, most hits filed as inhibitors | 350,000 tested, 8.8% active; also: potency is read from the fitted curve at half-maximal effect; % is scaled to controls: 0 for no effect and ±100 for the full control effect; nearly all actives have a fitted effect of over 75% in size
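G9a (20 nM) preincubated 15 min RT with compounds, then 500 nM biotinylated H3K9 peptide and 20 uM SAM added; 2 h RT reaction. Monomethyl-H3K9 product detected by AlphaScreen with anti-H3K9me1 antibody, streptavidin donor and anti-rabbit IgG acceptor beads.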
POLH inh – qHTS for Inhibitors of Polymerase Eta | 390,000 tested, 1.2% active | Potency, µM (doses to about 114 µM), inactives show at the highest dose activity change, negative = inhibition, actives largely listed as inhibitors | DNA polymerase eta (Homo sapiens), Q9Y253 | recombinant Pol eta, fluorescent DNA replication assay; also: potency is read from the fitted curve at half-maximal effect; % is scaled to controls: 0 for no effect and ±100 for the full control effect
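Pol eta at 10 nM preincubated with compounds 15 min at room temperature; reaction started with fluorescent substrate (50 nM final) and read kinetically at 0 and 10 min.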
BAZ2B inh – qHTS Assay for Inhibitors of BAZ2B; Bromodomain adjacent to zinc finger domain protein 2B (Homo sapiens), Q9UIF8; AlphaScreen BAZ2B-H3K14Ac peptide displacement; Potency, µM (top dose mostly 114 µM), without a hit: top-dose activity change, negative = inhibition, actives largely listed as inhibitors; 360,000 tested, 4.4% active; AID 504333, 2011; also: potency is read from the fitted curve at half-maximal effect; % is scaled to controls: 0 for no effect and ±100 for the full control effect; nearly all actives have a fitted effect of over 60% in size
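Inhibition is scored as reduced AlphaScreen emission. The BAZ2B/b-H3(5-23)K14Ac complex (50 nM each) in PBS pH 7.4, 0.01% Tween-20 meets compound (up to 110 uM) for 30 min at RT before bead addition.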
HP1b binding inh – HTS for Inhibitors of HP1-beta Chromodomain Interactions with Methylated Histone Tails. Chromobox protein homolog 1 (Homo sapiens), P83916. AlphaScreen HP1-beta / biotin-H3K9me3 peptide binding. Potency, µM (doses to about 114 µM), inactives show at the highest dose activity change, negative = inhibition, usual class: inhibitors. 390,000 tested, 0.56% active. AID 540317, 2011; also: potency is read from the fitted curve at half-maximal effect; nearly all actives have a fitted effect of over 70% in size; inactives centre near 23
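AlphaScreen: HP1-beta (50 nM) preformed 30 min with biotin-H3(1-18)K9me3 peptide (50 nM) in PBS pH 7.4, 0.01% Tween-20. Compound added for 30 min at RT, then streptavidin donor/nickel chelate acceptor beads (10 ug/mL) for 30 min.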
GLS inh – qHTS for Inhibitors of Glutaminase (GLS). Glutaminase kidney isoform, mitochondrial (Homo sapiens), O94925. GLS enzymatic activity, qHTS titration. Potency, µM (top dose mostly 45.5 µM), inactives show at the highest dose activity change, negative = inhibition, hits mostly inhibitors. 410,000 tested, 0.21% active; also: potency is read from the fitted curve at half-maximal effect; % is scaled to controls: 0 for no effect and ±100 for the full control effect
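hKGA; 45 mM KH2PO4 pH 8.2 + 0.02% Tween-20; cpd via pin tool; 1 mM Gln soln; GluOx/HRP/Amplex Red; RT 30 min; fluor. t0 & final.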
Pin1 inh – qHTS Assay to Find Inhibitors of Pin1 | Peptidyl-prolyl cis-trans isomerase NIMA-interacting 1 (Homo sapiens), Q13526 | Pin1 FP peptide displacement, HiFluor488, 10 min | Potency, µM (titrated, usually from 115 µM), without a hit: at the top dose activity, negative = inhibition, actives largely listed as inhibitors | 390,000 tested, 0.009% active; active = well fitted inhibition curve with a large enough effect in the polarisation, with a control signal flat, not every such curve was filed as active; inconclusive = small, poorly fitted or top-dose-only effect, or effect the other way, or a change in a side signal; inactive = no such curve, though single readings can be large or run the other way; the % refers to the polarisation; also: potency is read from the fitted curve at half-maximal effect; % is scaled to controls: 0 for no effect and ±100 for the full control effect
JMJD2A Tudor – qHTS Assay for Inhibitors of JMJD2A-Tudor Domain; Lysine-specific demethylase 4A (Homo sapiens), O75164; AlphaScreen JMJD2A-Tudor / H3K4me3 peptide binding; Potency, µM (series often up to 114 µM), for the others: top-dose activity change, negative = inhibition, most hits filed as inhibitors; 390,000 tested, 4.4% active; AID 504339, 2011; also: potency is read from the fitted curve at half-maximal effect; % is scaled to controls: 0 for no effect and ±100 for the full control effect; nearly all actives have a fitted effect of over 50% in size
Target sequence (O75164 whole entry, looked up, the tested form may be a part): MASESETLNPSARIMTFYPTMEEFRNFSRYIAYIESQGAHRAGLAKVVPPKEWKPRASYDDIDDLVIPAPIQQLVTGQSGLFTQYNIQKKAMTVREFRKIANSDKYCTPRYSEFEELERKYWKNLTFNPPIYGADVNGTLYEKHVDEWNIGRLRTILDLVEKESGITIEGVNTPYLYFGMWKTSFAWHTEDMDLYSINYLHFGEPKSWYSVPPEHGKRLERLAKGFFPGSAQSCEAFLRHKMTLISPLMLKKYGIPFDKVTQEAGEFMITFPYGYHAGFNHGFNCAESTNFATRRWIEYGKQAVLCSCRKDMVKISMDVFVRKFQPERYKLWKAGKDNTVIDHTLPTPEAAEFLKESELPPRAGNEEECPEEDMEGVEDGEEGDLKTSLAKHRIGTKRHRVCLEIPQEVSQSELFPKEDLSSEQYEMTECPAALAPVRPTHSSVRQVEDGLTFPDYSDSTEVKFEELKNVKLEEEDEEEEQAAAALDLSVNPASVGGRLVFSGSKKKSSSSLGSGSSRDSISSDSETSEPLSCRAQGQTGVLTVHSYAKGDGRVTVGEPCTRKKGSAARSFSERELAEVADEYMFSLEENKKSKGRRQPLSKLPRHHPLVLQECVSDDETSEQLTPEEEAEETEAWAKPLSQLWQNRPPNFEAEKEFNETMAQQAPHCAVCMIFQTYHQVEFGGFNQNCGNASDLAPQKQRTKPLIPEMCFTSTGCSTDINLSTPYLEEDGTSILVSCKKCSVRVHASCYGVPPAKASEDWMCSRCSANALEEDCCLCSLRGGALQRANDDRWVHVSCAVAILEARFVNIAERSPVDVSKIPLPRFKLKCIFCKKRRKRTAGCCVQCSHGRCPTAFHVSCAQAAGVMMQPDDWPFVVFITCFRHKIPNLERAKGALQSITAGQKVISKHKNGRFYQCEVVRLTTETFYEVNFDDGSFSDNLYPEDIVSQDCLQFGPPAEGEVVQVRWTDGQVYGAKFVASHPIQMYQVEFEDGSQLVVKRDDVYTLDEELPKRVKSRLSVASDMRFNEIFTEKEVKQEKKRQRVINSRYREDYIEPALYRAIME
PGK inhibitor – qHTS Assay to Find Inhibitors of Phosphoglycerate Kinase; 380,000 tested, 0.043% active; Phosphoglycerate kinase, glycosomal (Trypanosoma brucei brucei), P07378; Potency, µM (doses to about 57.5 µM), for the others: at the highest dose activity change, negative = inhibition, actives largely listed as inhibitors; PGK/GAPDH coupled, Kinase-Glo luminescence, 60 min; also: potency is read from the fitted curve at half-maximal effect; % is scaled to controls: 0 for no effect and ±100 for the full control effect; nearly all actives have a fitted effect of over 60% in size
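Luminescent ATP detection (Kinase-Glo Plus) follows a 60-minute room-temperature incubation, with wells lacking PGK as controls. Buffer: 100 mM TEA (pH 7.6), 5 mM MgCl2, 0.01% Tween-20. Coupling enzyme GAPDH (100 nM final) supplies unstable 1,3-BPG in-well.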
Starred values were filed as active, the others as inactive; i = inactive; ? = inconclusive; . = not tested or not shown; & = joins results of further samples; [ ] = another dose, or the depositor's remark. Unless noted, calls follow the shape of the dose curve; as a rule, active = well fitted curve in the direction sought with a large enough effect; inconclusive = small, poorly fitted or top-dose-only effect, or another doubt; inactive = no such curve, though single readings can be large; an effect the other way counts as inactive or inconclusive.

SMILES	PI4K2A block	G9a inh	POLH inh	BAZ2B inh	HP1b binding inh	GLS inh	Pin1 inh	JMJD2A Tudor	PGK inhibitor
CS(=O)(=O)N(CC(=O)O)c1cc(C(F)(F)F)ccc1Cl	1	-30%[12.7 µM]	-3%	-3%	55%[activator]	-3%	-1%	-6%	i
CCOC(=O)c1cnc2c(N=Nc3ccccc3)c(N)nn2c1N	4	1%	0%	11%[57.1 µM]	5%	-28%	0%	-28%	-6%
Cc1ccc2c(c1)NCC(C(=O)NCc1ccccc1)O2 (stereo not given)	2	?	-4%	-10%	17%	-2%	-2%	-36%	-3%
O=C(Cc1ccc(Cl)cc1)N/N=C/c1ccc(O)c(O)c1	-3	.	?	.	.	?	.	.	-4%
Cc1cc(Nc2cccc(C(F)(F)F)c2)ncn1	-1	?	-19%	-13%	27%	3%	2%	-23%	i
Cc1ccc(NC(=O)COC(=O)C2CC3CCCC(C2)C3=O)c([N+](=O)[O-])c1 (stereo not given)	-2	20%[12.7 µM]	3%	-30%	7%	6%	9%	-34%	-8%
Cn1c2ccsc2c2ncn(Cc3ccc(F)cc3)c(=O)c21	1	8%[12.7 µM]	-9%	7%	26%	?	?	-9%	4%
CCCNC(=O)c1cccc(COCC(F)(F)F)c1	1	.	2%	.	23%	9%	-2%	-4%	12%
COC(=O)/C(=C/c1c[nH]c2ccccc12)[N+](=O)[O-]	-1	?	-14%	36%[activator]	26%	19%	-1%	-20%	-5%
CSc1nc(SCC(=O)O)c2c3c(sc2n1)COC(C)(C)C3	-2	-23%[12.7 µM]	-11%	24%	43%[activator]	-2%	-9%	-2%	i
Cc1cccc(N(CC(=O)NCCSCc2ccco2)S(=O)(=O)c2ccccc2)c1	-13	17%[12.7 µM]	1%	?	9%	14%	4%	?	2%
CC(=O)C1=C(O)C(=O)N(c2nccs2)C1c1ccccc1 (stereo not given)	10	?	-3%	-10%	22%	-1%	-7%	-20%	i
CCOC(=O)c1nc(NCc2cccc(OC)c2)c2ccccc2n1	-5	-4%	8%	-4%	25%	0%	-15%	-1%	-5%
O=S(=O)(/N=C(/Nc1cc(N2CCOCC2)ncn1)c1ccc(F)cc1)c1ccccc1	-2&7	-2%[12.7 µM]	-18%&-13%	-4%	14%&22%	-1%&-3%	-11%&3%	-12%&1%	i
Cn1nnc(NC(=O)c2cccc(F)c2)n1	-6	-3%[59 µM]	-3%	2%	14%	-9%	-10%	-14%	-5%
O=C(Nc1cccc(F)c1)c1ccc(CSc2ccccc2)o1	2	11%[59 µM]	-9%	6%	25%	-6%	3%	8%	-15%
Cc1cc(C(=O)N/N=C/c2ccc(-c3ccc([N+](=O)[O-])cc3Cl)o2)n[nH]1	-5	50µM*	?	79µM*	20%	-14%	?	?	-22%
COc1ccccc1CNC(=O)c1cccn1-c1nnc(N2CCCC2)s1	-4	6%[59 µM]	-1%	-2%	21%	-1%	-3%	-9%	0%
COc1ccc(NC(=O)[C@@H](NC(=O)c2ccccc2F)C(C)C)cc1S(=O)(=O)N1CCOCC1	-5	11%	-10%	-5%	31%	-7%	0%	0%	-7%
COC(=O)CNC(=O)c1ccccc1C	6	11%	-13%	-6%	29%	0%	-1%	15%	-9%
COc1ccc(CC(=O)N2N=C(C)CC2(O)C(F)(F)F)cc1 (stereo not given)	-7	-3%[59 µM]	-12%	6%	40%[activator]	-8%	1%	6%	-12%
CCCC(C(=O)n1nc(C)cc1C)C(NS(=O)(=O)c1ccc(C)cc1)c1ccccc1 (stereo not given)	-2	22%[59 µM]	?	9%	21%	2%	7%	-1%	-4%
CCOC(=O)C1=C(C)N(c2ccccc2)C(=O)C1	-5	5%[59 µM]	-17%	9%	-4%	4%	0%	-4%	-5%
COc1cccc(NC(=O)Cc2nnc(SCCOc3ccccc3)n2C)c1	11	-36%[12.7 µM]	-14%	10%	10%	1%	2%	-14%	-1%
Cc1nc2ccccc2c(=O)n1-c1ccc(NC(=O)c2cccc([N+](=O)[O-])c2)cc1	1	-16%[59 µM]	-3%	-1%	10%	2%	2%	-17%	-5%

Continuation:
SMILES	PI4K2A block	G9a inh	POLH inh	BAZ2B inh	HP1b binding inh	GLS inh	Pin1 inh	JMJD2A Tudor	PGK inhibitor
O=C(COc1ccccc1Br)Nc1ccccc1C(F)(F)F	2	357%[activator]	-12%	61%[activator]	60%[activator]	0%	?	32%	4%
CCCC(C(=O)NC1CCCC1)N(Cc1ccccc1)C(=O)c1snc(C(N)=O)c1N (stereo not given)	-2	-7%[59 µM]	-14%	3%	48%[activator]	1%	-4%	-2%	-1%
N#CCCn1cc(C(=O)Nc2ccccn2)c(-c2ccccc2)n1	-2	-2%	-16%	-29%	-4%	-8%	-8%	?	0%
Cc1noc(C)c1CCC(=O)Nc1cc(Cl)ccc1C(=O)O	7	.	1%	.	.	-4%	.	.	0%
CNC(=O)Nc1cc(C(F)(F)F)cc(C(F)(F)F)c1	0	22%	-26%	1%	24%	-1%	2%	5%	-3%
CCC(C)NC(=O)/C=C/c1ccc(S(=O)(=O)NCc2ccco2)cc1 (stereo not given)	2	-29%	4%	-23%	-8%	-3%	-12%	-22%	-7%
COCCNC(=S)N1CCN(C(c2ccccc2)c2ccccc2)CC1	2	.	-24%	-16%	25%	4%	-6%	-28%	-7%
COc1ccc2cc(-c3cn4c(n3)sc3cc(F)ccc34)c(=O)oc2c1	3	5%[59 µM]	?	-14%	33%	3%	7%	-26%	-2%
COc1ccccc1CCNC(=O)c1cc(COc2cccc(C(F)(F)F)c2)on1	2	198%[activator]	-14%	20%	16%	-4%	-4%	0%	-11%
Cc1cccc(C)c1NC(=S)N1CCCCCC1	-2	20%	-26%	-16%	20%[57 µM]	14%	-3%	7%	-2%
Cc1ccc(S(=O)(=O)N2CCN(C(=O)CCC(=O)OCC(=O)Nc3cccc(C#N)c3)CC2)cc1	7	?	-3%	-22%	26%	0%	-3%	-4%	2%
Cc1c(NC(=O)C(C)N2C(=O)NC3(CCC(C)CC3)C2=O)c(=O)n(-c2ccccc2)n1C (stereo not given)	-2	-11%	-12%	?	30%	4%	4%	-6%	-9%
CCc1ccc2occ(CC(=O)Nc3sc4c(c3C(=O)OC)CCC4)c2c1	-2	?	-20%	?	2%	2%	?	0%	-5%
COCc1cc(=O)oc2cc(NS(=O)(=O)c3ccc(C)cc3)ccc12	-4	-1%	-4%	23%	-3%	17%	1%	-19%	-3%
Cc1ccc(OCCCN2C(=O)C(=O)c3cc(C)ccc32)cc1	45	-4%	-24%	-19%	?	1%	?	-9%	3%
O=C(CSC(=S)N1CCCC1)Nc1cc2c(cc1Br)OCCO2	-3	7%	-19%	-14%	28%	5%	-13%	-3%	-2%
OC(c1ccccc1)(c1ccccc1)c1ncc[nH]1	1	-5%[2.33 µM]	-13%	2%	39%	-7%	-1%	-4%	-3%
O=C(NCc1ccccc1CN1CCCC1)c1ccc(Cl)c(N2CCCC2=O)c1	-3	20%[12.7 µM]	-8%	9%	34%[activator]	2%	-3%	-7%	-8%
CCOc1ccc(S(=O)(=O)n2cnc(C)c2)cc1	4	11%[59 µM]	-11%	-35%	34%	1%	-4%	-11%	6%
CCN(CC(=O)NCc1cccs1)C(=O)c1ccc(OC)c(OC)c1	-1	1%	-11%	7%	29%	-9%	-3%	1%	i
Cc1cccc(NC(=O)c2ccc(COc3ccccc3[N+](=O)[O-])o2)n1	-5	-24%	-5%	-21%	9%	7%	-3%	-34%	-1%
CCN(CC)S(=O)(=O)c1ccc(C(=O)Oc2coc(CSc3nc(C)cc(C)n3)cc2=O)cc1	7	12%[59 µM]	-2%	-2%	38%	2%	2%	?	-1%
Cc1ccc(N=Cc2c(O)n(-c3nccs3)c(=O)c3ccccc23)cc1	-2	22%[59 µM]	?	-3%	21%	0%	-2%	-6%	-2%
NC(=NC(=O)c1ccc(OCC(F)(F)F)nc1)c1ccc(Cl)cc1	2	-7%[59 µM]	-21%	7%	58%[activator]	-3%	?	-6%	-5%
O=S(=O)(c1ccccc1)N1CCN(Cc2ccc(Cl)cc2)CC1	1	29%	-12%	4%	46%[activator]	1%	-10%	5%	0%
Cc1[nH]nc2c1C1(CCN(Cc3ccccc3)CC1)C(C#N)=C(N)O2	2	?	-5%	-1%	-16%	9%	?	3%[11.4 µM]	5%
Cc1ccc(N(C(=O)c2csnn2)C(C(=O)NC2CCCC2)c2ccncc2)c(C)c1 (stereo not given)	-5	10%	-5%	-1%	11%	0%	0%	-25%	i
Cc1csc(NC(=O)CSc2ccc3nnc(-c4ccncc4)n3n2)n1	-3	-34%	-8%	-23%	35%	-2%	1%	-8%	0%
CCN(CC(=O)NC(C)(C)C)C(=O)c1ccccc1SCC(=O)NC1CCCCCCC1	1	14%[12.7 µM]	-1%	-16%	22%	2%	-8%	-1%	1%

Assay outcomes (PubChem)

This is a subset; count on the stated rates, not on these rows.
